# Mito fusion yeast = qHTS Assay for Small Molecule Inhibitors of Mitochondrial Division or Activators of Mitochondrial Fusion | Potency, µM (top dose mostly 46.1 µM), for inactives: at the highest dose growth rescue (activation), usual class: activators | S. cerevisiae fusion-defective mutant growth rescue, CellTiterGlo 48 h | 320,000 compounds, 0.23% hits;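 note: potency is the fitted concentration of half-maximal effect; % of control where 0% means no effect; nearly all actives have a fitted effect of over 45% in size; temperature-sensitive fusion mutants such as fzo1-1 at 37 °C on non-fermentable ethanol glycerol medium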
#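 Growth-rescue viability read-out: after 48 h at the non-permissive 37C in glycerol/ethanol YPEG, yeast mitochondrial fusion mutants are measured by CellTiterGlo luminescence; compounds (23 nl pinned per well) restoring growth score as division inhibitors or fusion activators.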
# FLuc counter = qHTS profiling assay for firefly luciferase inhibitor/activator using purifed enzyme and Km concentrations of substrates (counterscreen for miR-21 project). Luciferin 4-monooxygenase (Photinus pyralis), P08659. AID 588342, 2011. 360,000 compounds, 6.9% hits. Potency, µM (doses to about 57.5 µM), without a hit: at the highest dose activity change, negative = inhibition, most hits filed as inhibitors. purified FLuc, Km substrates, luminescence inhibition;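 note: potency is the fitted concentration of half-maximal effect; plate controls were vehicle for no effect and reference inhibitor for full effect; nearly all actives have a fitted effect of over 55% in size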
#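 Purified P. pyralis luciferase (10nM final) with 10uM D-luciferin and 10uM ATP (Km levels) in 50mM Tris acetate pH 7.5, 10mM Mg acetate, 0.01% Tween-20, 0.05% BSA; qHTS 6-point titration, ~60 µM downward; luminescence read.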
# RORg inh = qHTS for inhibitors of ROR gamma transcriptional activity. Nuclear receptor ROR-gamma (Mus musculus), P51450. Drosophila S2 Gal4-RORgamma UAS-luciferase reporter, 20 h. Potency, µM (series often up to 53.6 µM), for the others: at the highest dose activity change, negative = inhibition, usual class: inhibitors. 310,000 compounds, 5.4% hits. AID 2551, 2010; note: potency is the fitted concentration of half-maximal effect; % is set by controls: 0 for no effect and ±100 for the full control effect; nearly all actives have a fitted effect of over 60% in size
# Target sequence (P51450 whole entry, looked up, the tested form may be a part): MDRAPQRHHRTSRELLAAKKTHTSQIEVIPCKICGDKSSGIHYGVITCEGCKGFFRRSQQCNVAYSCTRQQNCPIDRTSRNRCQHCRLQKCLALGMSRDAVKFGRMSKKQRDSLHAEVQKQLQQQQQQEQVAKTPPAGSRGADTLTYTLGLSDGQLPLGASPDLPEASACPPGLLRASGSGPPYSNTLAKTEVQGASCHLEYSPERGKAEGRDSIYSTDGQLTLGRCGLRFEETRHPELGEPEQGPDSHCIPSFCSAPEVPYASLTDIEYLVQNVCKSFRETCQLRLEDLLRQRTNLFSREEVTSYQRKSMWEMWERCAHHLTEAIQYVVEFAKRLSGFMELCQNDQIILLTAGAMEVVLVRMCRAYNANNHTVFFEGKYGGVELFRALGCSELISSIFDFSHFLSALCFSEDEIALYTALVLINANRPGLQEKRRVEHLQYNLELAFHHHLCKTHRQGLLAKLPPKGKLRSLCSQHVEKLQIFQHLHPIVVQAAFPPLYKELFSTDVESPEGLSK
#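 A Gal4/UAS one-hybrid system in insect cells: metallothionein-promoter Gal4–ROR gamma fusion plus Photinus luciferase reporter. Copper sulfate 700 uM final, 20 hr ambient incubation, luminescent detection after 10 min with reagent.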
# Gal4-VP16 FLuc = VP16 counterscreen qHTS for inhibitors of ROR gamma transcriptional activity; 310,000 compounds, 3.5% hits; AID 2546, 2010; Potency, µM (titrated, usually from 53.6 µM), for inactives: at the highest dose activity, negative = inhibition, most hits filed as inhibitors; Drosophila S2 Gal4-VP16 UAS-luciferase, luminescence, 20 h;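 note: Gal4-VP16 expression switched on by copper sulfate through the metallothionein promoter; potency is the fitted concentration of half-maximal effect; % is set by controls: 0 for no effect and ±100 for the full control effect; nearly all actives have a fitted effect of over 50% in size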
# ELG1 DNA repair = qHTS screen for small molecules that inhibit ELG1-dependent DNA repair in human embryonic kidney (HEK293T) cells expressing luciferase-tagged ELG1; 330,000 compounds, 2.3% hits; HEK293T ELG1-luciferase reporter, luminescence, 16 h; DNA damage induced by 5-fluorouridine; Potency, µM (titrated, usually from 46.1 µM), inactives show top-dose activity change, negative = inhibition, usual class: inhibitors; note: potency is the fitted concentration of half-maximal effect; % is set by controls: 0 for no effect and ±100 for the full control effect; nearly all actives have a fitted effect of over 55% in size
#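 5-Fluorouridine DNA damage + compound/DMSO, 2,000 cells/well, 16 h, 37 °C/5% CO2. ONE-Glo, 30 min RT, luminescence. Readout = decrease in reporter signal.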
# PKM2 activator = qHTS Assay for Activators of Human Muscle isoform 2 Pyruvate Kinase; Pyruvate kinase PKM (Homo sapiens), P14618; purified PKM2, Kinase-Glo ATP luminescence, activation; response scale: 0% is enzyme alone, no compound; Potency, µM (top dose mostly 57.5 µM), without a hit: at the top dose activation, hits mostly activators; 260,000 compounds, 0.34% hits; note: potency is the fitted concentration of half-maximal effect; % is set by controls: 0 for no effect and ±100 for the full control effect; nearly all actives have a fitted effect of over 55% in size
#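 Kinase-Glo luminescence reports ATP generated from ADP (0.1 mM) and PEP (0.5 mM) by purified hPK-M2 after 1 h at room temperature, pH 7.2 imidazole buffer; intermediate enzyme activity allows detecting inhibitors and activators.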
# MBNL1 CUG block = qHTS Assay for Inhibitors of MBNL1-poly(CUG) RNA binding; Muscleblind-like protein 1 (Homo sapiens), Q9NR56; TR-FRET MBNL1-His/biotin-(CUG)12 binding, 665/545 ratio; Potency, µM (titrated, usually from 57.5 µM), without a hit: at the highest dose activity change, negative = inhibition, most hits filed as inhibitors; 280,000 compounds, 0.036% hits; active = well fitted inhibition curve with a large enough effect in the signal ratio, with a control signal flat, not every such curve was filed as active; inconclusive = small, poorly fitted or top-dose-only effect, or effect the other way, or a change in a side signal; inactive = no such curve, though single readings can be large or run the other way; the % refers to the signal ratio; note: potency is the fitted concentration of half-maximal effect; % is set by controls: 0 for no effect and ±100 for the full control effect
# Target sequence (Q9NR56 whole entry, looked up): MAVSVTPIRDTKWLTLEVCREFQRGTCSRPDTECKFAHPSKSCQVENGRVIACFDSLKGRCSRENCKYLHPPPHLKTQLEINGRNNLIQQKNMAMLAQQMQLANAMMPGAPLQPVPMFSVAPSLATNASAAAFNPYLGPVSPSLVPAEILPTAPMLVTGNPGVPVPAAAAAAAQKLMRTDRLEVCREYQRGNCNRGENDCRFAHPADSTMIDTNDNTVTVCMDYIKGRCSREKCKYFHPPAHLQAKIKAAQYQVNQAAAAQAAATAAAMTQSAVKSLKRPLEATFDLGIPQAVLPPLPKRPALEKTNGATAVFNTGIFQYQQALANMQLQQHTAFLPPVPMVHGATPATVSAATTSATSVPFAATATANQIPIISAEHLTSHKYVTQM
#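 Compound titration spanned 92 nM–58 uM against the MBNL1-His/biotin-(CUG)12 complex. After 60 min at room temperature with 5 nM streptavidin-XL665 and 0.055 ng/ul terbium anti-His, ratiometric 665/545 nm emission (Ex 340 nm) normalized to controls.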
# Menin MLL FP TR = qHTS Assay for Inhibitors Targeting the Menin-MLL Interaction in MLL Related Leukemias: Competition With Texas Red Labeled MLL-derived Mutant Peptide. Potency, µM (doses to about 61.6 µM), without a hit: top-dose FP activity change, negative = inhibition, actives largely listed as inhibitors. 270,000 compounds, 0.23% hits. AID 1768, 2009. O00255. Menin + Texas Red MLL mutant peptide, fluorescence polarization; active = well fitted inhibition curve with a large enough effect in the polarisation, with a control signal flat, not every such curve was filed as active; inconclusive = small, poorly fitted or top-dose-only effect, or effect the other way, or a change in a side signal; inactive = no such curve, though single readings can be large or run the other way; the % refers to the polarisation; note: potency is the fitted concentration of half-maximal effect; % of control where 0% means no effect; many of its hits are not listed in these tables
# KCNH2 3.1 block = qHTS for Inhibitors of KCHN2 3.1: Mutant qHTS. 340,000 compounds, 0.95% hits. Potassium voltage-gated channel subfamily H member 2, brain isoform KCNH2 3.1 (human). activity change, % (tested at about 1.8 µM). U2OS KCNH2 3.1, thallium flux FluxOr; hits give low values;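 active = maximum activity change below -70%; inconclusive = maximum activity change from -70% to -50%; inactive = maximum activity change above -50%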;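 note: thallium influx rate constant from kinetic fluorescence after stimulation buffer; % is set by controls: 0 for no effect and ±100 for the full control effect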
#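 U2OS cells transduced with KCNH2 3.1 mutant virus (1.77 x 10^8 /mL, 4 h), plated overnight at 37 C, loaded 45 min with FluxOr dye plus Red40 quencher. Thallium flux rate constant from kinetic reads after stimulation buffer, normalised to controls.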
# NPC1 promoter act = qHTS Assay for NPC1 Promoter Activators; Potency, µM (top dose mostly 9.22 µM), inactives show top-dose activation, actives largely listed as activators; Huh7 NPC1 promoter luciferase reporter, 24 h; 320,000 compounds, 2.4% hits;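 note: potency is the fitted concentration of half-maximal effect; % of control where 0% means no effect; nearly all actives have a fitted effect of over 60% in size; reporter is driven by a mutant NPC1 promoter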
#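 Luminescence from an NPC1 promoter-driven luciferase reporter in stably transfected Huh7 cells was measured after 24 h compound treatment at 37 °C, followed by 10 min ambient incubation with luciferase detection reagent.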
# Rab9 prom act = qHTS Assay for Rab9 Promoter Activators | Huh7 Rab9 promoter-luciferase reporter, luminescence, 24 h | Potency, µM (top dose mostly 9.22 µM), inactives show at the highest dose activation, negative = inhibition, usual class: activators | 320,000 compounds, 2.8% hits | AID 485297, 2010; note: potency is the fitted concentration of half-maximal effect; % of control where 0% means no effect; nearly all actives have a fitted effect of over 60% in size
#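 Measured in stably transfected Huh7 cells bearing a Rab9 promoter–luciferase construct: 24 h compound treatment at 37 °C, followed by luminescence detection.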
# * hit, by the source's call; ? = inconclusive; nt = not tested or not shown; & = joins results of further samples; [ ] = another dose, or the depositor's remark. Unless noted, calls come from the whole dose curve; as a rule, active = well fitted curve in the direction sought with a large enough effect; inconclusive = small, poorly fitted or top-dose-only effect, or another doubt; inactive = no such curve, though single readings can be large; an effect the other way counts as inactive or inconclusive. The list is partial; rates above refer to the full screens.
SMILES,Mito fusion yeast,FLuc counter,RORg inh,Gal4-VP16 FLuc,ELG1 DNA repair,PKM2 activator,MBNL1 CUG block,Menin MLL FP TR,KCNH2 3.1 block,NPC1 promoter act,Rab9 prom act
C=CCn1c(C)nnc1SCC(=O)Nc1nc(C)c(C(=O)N(C)C)s1,-0.5%,5.0%,-8.8%,-4.4%,-0.9%,-0.1%,0.7%,nt,22.1,0.6%,11.1%
COc1cccc(NC(=O)NC2CCCCCCC2)c1,-0.7%,10.7µM*,29.0%,-12.6%,?,0.4%,-2.1%,9.4%,-1.2,3.55µM*,?
CCCc1cc(=O)[nH]c(SCCOc2ccc(OCC)cc2)n1,0.3%,0.1%,-23.5%,-17.8%,12.9%,-7.4%,0.0%,-0.2%,-6.1,0.3%,1.4%
COc1cc(CC(=O)NCC(C)(C)N2CCOCC2)cc(OC)c1OC,3.1%,-3.2%,-27.4%,-0.1%,7.2%,1.7%,-1.7%,1.6%,18.0,2.2%,-0.4%
CC(C)NC(=S)N/N=C/C1=CCC2CC1C2(C)C (centres undefined),27.9%,1.6%,0.794µM*,1.78µM*,10.2%,-0.9%,11.1%,-11.3%,1.4,-6.2%,-2.5%
CC(=O)Nc1ccc(NC(=O)CSc2nnc(C)c(=O)n2N)cc1,1.1%,0.6%,-0.3%,-4.1%,6.8%,21.3%,-3.4%,nt,4.7,-0.2%,-5.2%
CCOC(=O)Nc1sc(=S)n(C)c1C,-4.1%,-0.3%,2.5%,-4.6%,5.3%,2.6%,?,3.6%,0.5,-3.3%,-1.3%
CC/C(O)=C1\C(=O)CC(C)(C)CC1=NCCc1nc2ccccc2[nH]1,-1.9%,5.0%,0.9%,-5.1%,-24.8%,nt,-1.7%,0.0%,-4.2,-0.5%,9.7%
O=P(Cc1ccncc1)(c1ccccc1)c1ccccc1,-0.4%,0.1%,-12.4%,3.2%,16.7%,-9.9%,5.1%,-5.5%,-9.7,0.3%,-2.5%
O=C1OCCC1Sc1nc2ccccc2c(=O)n1Cc1ccccc1 (centres undefined),-5.5%,-8.0%,1.4%,-9.5%[10 µM],6.3%,3.1%,3.4%,-5.1%,40.7,-6.5%,-5.7%
Cc1ccccc1NC(=O)c1ccccc1NC(=O)c1ccco1,13.3%,-1.1%,-11.7%,10.4%,0.0%,-4.0%,-2.4%,11.0%,10.9,-5.9%,-0.9%
COc1ccc(N2CCN(C(CNC(=O)C(=O)NC3CC3)c3ccco3)CC2)cc1 (centres undefined),-4.5%,0.5%,nt,nt,9.8%,nt,nt,nt,-11.3,-2.8%,-6.2%
CCN1CCN(CCCNC(=O)c2ccc3c(c2)N(Cc2ccc(C)cc2)CCS3)CC1,0.1%,3.7%,5.6%,-2.2%,-1.4%,nt,69.1%[activator],nt,-16.6,-0.8%,3.5%
CC(SCc1ccccc1)C(=O)N/N=C/c1ccc2c(c1)OCO2 (centres undefined),-9.9%,-12.3%,?,-7.0%,-6.1%,1.2%,5.3%,5.9%,-23.6,0.2%,0.9%
CCOC(=O)[C@@H]1[C@H]2COc3ccc(Br)cc3[C@@H]2N2C(=O)N(c3ccc(F)cc3)C(=O)[C@]12C,-0.1%,6.5%,4.5%,0.3%,12.7%,2.7%,10.6%,10.0%,6.9,-1.5%,-8.3%
CC1CCN(S(=O)(=O)N2CCCC(C(=O)NCc3ccc(F)cc3)C2)CC1 (centres undefined),4.1%,2.7%,0.5%,0.1%,12.5%,nt,-12.1%,nt,0.4,3.8%,0.6%
Nc1ccc(CCn2ccnc2)cc1,-10.8%,1.1%,-19.7%,1.8%,-0.1%,nt,6.5%,-16.3%,-14.8,1.7%,-0.6%
C[C@@]12CCC=C[C@H]1[C@H](c1ccc(/C=C/c3ccccc3)cc1F)N(Cc1ccccc1)C2=O,-36.3%[inhibitor],-2.3%,-2.5%,0.7%,-0.2%,-3.9%,-5.4%,nt,-6.5,-3.3%,-8.6%
COc1ccccc1OCc1ccc(C(=O)NCc2ccco2)o1,-6.0%,0.5%,?,25.1%,-0.7%,10.9%,-2.5%,9.8%,13.4,-2.1%,-0.7%
CN(C)S(=O)(=O)c1ccc(C(=O)NCC(=O)N/N=C/c2cccs2)cc1,4.4%,-2.5%,0.1%,-7.5%,4.4%,-10.8%,10.0%,17.1%,6.5,2.2%,?
CN(C)C(=O)CSc1nc2ccc(N3C(=O)c4ccccc4C3=O)cc2s1,0.1%,?,25.4%,2.2%,0.0%,-4.8%,?,nt,-27.0,1.2%,-5.0%
CN(C)C(=O)CSc1nc(-c2cccs2)c(-c2cccs2)[nH]1,3.9%,-1.9%,11.9%,23.3%,-7.9%,-2.2%,30.0%,-0.7%,29.8,0.6%,10.6%
COc1ccc(-c2cc(C(F)(F)F)n3nc(C(=O)O)cc3n2)cc1OC,3.9%,1.0%,-11.9%,-2.7%,-6.0%,3.9%,?,-10.4%,nt,-0.9%,2.5%
C/C(=C\c1ccc(C)o1)C(=O)c1c(C)cc(C)[nH]c1=O,-3.7%,0.8%,?,?,0.8%,10µM*,9.0%,-2.5%,-16.8,0.6%,-4.6%
CC(C)C(=O)NC(=S)Nc1ccccn1,-12.0%,-8.8%,12.6µM*,?,4.2%,1.6%,5.3%,1.7%,4.2,-0.2%,16.9%
# The list goes on:
SMILES,Mito fusion yeast,FLuc counter,RORg inh,Gal4-VP16 FLuc,ELG1 DNA repair,PKM2 activator,MBNL1 CUG block,Menin MLL FP TR,KCNH2 3.1 block,NPC1 promoter act,Rab9 prom act
CCN(Cc1ccccc1)C(=O)CN1C(=S)NC(C)(C)CC1C (centres undefined),-18.1%,-2.0%,11.2µM*,?,16.9%,-0.1%,nt,-0.7%,-8.0,-0.7%,-8.8%
COc1cc(C(=O)NCCCNc2nc3cc(C)cc(C)c3cc2C#N)cc(OC)c1OC,5.9%,4.2%,?,-7.3%,?,4.5%,3.5%,0.0%,16.1,-1.6%,-2.2%
O=C(CSCc1ccccc1Br)N/N=C/c1ccc2c(c1)OCO2,?,?,?,?,-25.4%,-7.6%,4.6%,5.5%,11.2,-2.6%,1.3%
COc1ccccc1-c1csc2ncnc(Sc3nnnn3C)c12,-16.5%,0.0%,nt,nt,?,nt,nt,nt,nt,1.4%,-0.2%
CCC(=O)N(Cc1ccco1)c1nc(-c2ccc(OC)cc2)cs1,-4.2%,-1.4%,-24.5%,-10.6%,?,12.7%,?,-2.1%,-42.8,9.9%,?
Cc1cc(C)cc(NC(=O)Nc2ccc3c(c2)CCC3)c1,-1.5%,-20.2%,-19.4%,-11.5%,?,nt,-1.8%,nt,-7.2,?,?
Cc1c(CC(=O)N2C[C@H]3C[C@@H](C2)c2cccc(=O)n2C3)c(=O)oc2cc3occ(C(C)(C)C)c3cc12,-29.8%,0.1%,20.5%,-2.3%,-10.7%,0.2%,9.1%,-13.3%,-4.8,-2.0%,-11.8%
COc1cc(O)c2c(=O)cc(-c3ccccc3)oc2c1,1.7%,?,-24.7%&-21.0%,26.4%&4.4%,nt,4.2%,-5.1%,-1.2%[24.8 µM],5.3,?,26.5%
O=C(CCc1ccccc1F)N1CCN(c2ccccc2)CC1,1.7%,3.7%,-19.2%,?,-8.6%,4.0%,0.4%,-17.3%,2.7,-2.8%,3.9%
CCOCC(=O)Nc1cc(C(=O)Nc2ccc(F)cc2)ccc1Cl,0.2%,?,28.0%,4.8%,?,-10.5%,-3.5%,10.0%,nt,24.8%,?
Cc1nn(-c2ccccc2)c(N)c1C1(O)C(=O)Nc2ccccc21 (centres undefined),7.6%,-0.7%,10.4%,0.1%,6.4%,-3.6%,nt,nt,1.3,1.0%,-4.6%
CCn1c(Cc2c(C)[nH]c3ccccc23)nnc1SCC(=O)NCc1ccco1,-0.9%,0.7%,-21.6%,-9.8%,-6.5%,7.2%,-8.6%,-2.0%,2.4,-1.5%,-5.4%

# Compound activity deposited in PubChem by National Center for Advancing Translational Sciences (NCATS).
